# MC4R antag cAMP – blocks human MC4R cAMP signaling; P32245; MC4R-expressing cells, MTII-stimulated cAMP, LANCE TR-FRET; inhibition, % at 6.5 µM; actives 0.48% (n = 360,000);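 active = inhibition above its plate's cutoff, the mean of tested wells on that plate plus 3 SD, cut at about 29% in these data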;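 note: 0% = Melanotan II alone and 100% = Melanotan II plus saturating MCL0020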
#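 System: U2OS-MC4R stable cell line; Technique: Eu-cAMP/anti-cAMP TR-FRET, emission 671 nm; Repeats: single well per compound; Also added: Melanotan II; Dosing: one concentration, 6.5 µM nominal; Schedule: 30-min compound, 1-h challenge, 1-h detection, room temperature.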
# aDG glyco act – alpha-DG glycosylation activation; Pro5-aDG cells, alpha-DG glycosylation AlphaScreen (IIH6); 0% Pro5, 100% B10-LARGE cell signal; activation, % at 10 µM; actives 0.22% (n = 360,000);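 active = activation of at least 8% versus controls, or a plate z-score of at least 8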;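 note: Pro5 are CHO cells carrying HIG-tagged alpha-DG that lacks glycosylation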
# ABCB6 inh MLPCN – inhibitors of human ABC transporter ABCB6; K562-ABCB6 porphyrin accumulation, flow cytometry, 1 h; hits give low values; actives 0.19% (n = 360,000); fluorescence ratio to DMSO, % at 10 µM;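 active = fluorescence ratio to DMSO below 75%, the collection mean minus 3 SD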;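 note: signal is porphyrin accumulated inside mitochondria; 100% equals median channel fluorescence of DMSO control wells; lower ratio means ABCB6 inhibition with less porphyrin fluorescence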
# Target sequence (Q9NP58 whole entry, looked up): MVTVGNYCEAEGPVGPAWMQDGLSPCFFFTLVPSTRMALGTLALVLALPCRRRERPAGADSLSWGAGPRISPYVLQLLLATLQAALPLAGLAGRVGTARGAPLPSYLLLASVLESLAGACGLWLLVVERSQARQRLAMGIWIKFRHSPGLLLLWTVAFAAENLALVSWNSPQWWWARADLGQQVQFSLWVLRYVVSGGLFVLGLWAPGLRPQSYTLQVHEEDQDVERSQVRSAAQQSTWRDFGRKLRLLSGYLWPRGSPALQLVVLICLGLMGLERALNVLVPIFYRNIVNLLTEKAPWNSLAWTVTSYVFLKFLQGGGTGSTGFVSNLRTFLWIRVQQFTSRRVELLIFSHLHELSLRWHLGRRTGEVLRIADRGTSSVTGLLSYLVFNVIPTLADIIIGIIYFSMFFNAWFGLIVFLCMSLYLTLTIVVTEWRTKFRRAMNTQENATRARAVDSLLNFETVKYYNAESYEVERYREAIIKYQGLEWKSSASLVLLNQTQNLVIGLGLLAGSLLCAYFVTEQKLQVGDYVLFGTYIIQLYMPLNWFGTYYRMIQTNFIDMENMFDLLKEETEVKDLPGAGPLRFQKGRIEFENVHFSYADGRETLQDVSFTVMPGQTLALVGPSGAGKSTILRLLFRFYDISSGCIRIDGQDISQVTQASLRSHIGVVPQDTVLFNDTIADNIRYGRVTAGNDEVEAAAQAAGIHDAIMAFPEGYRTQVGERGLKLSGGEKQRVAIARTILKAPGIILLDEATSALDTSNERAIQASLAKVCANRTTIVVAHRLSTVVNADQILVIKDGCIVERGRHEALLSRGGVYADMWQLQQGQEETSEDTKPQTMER
# iPSC survival up – enhancers of human iPSC single-cell survival | hiPSC single-cell survival, ATPlite luminescence; 100% = ROCK inhibitor wells, 0% = DMSO | survival enhancement, % at 20 µM | actives 0.044% (n = 360,000); in the data active = survival enhancement above about 18%;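 note: cells exposed to compounds for 16 hours before the ATP read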
# Exocytosis inh – lytic granule exocytosis inhibition; TALL-104 LAMP-1 surface exposure, flow cytometry; cells stimulated with thapsigargin and PMA; inhibition, % at 10 µM; actives 0.66% (n = 360,000);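 active = inhibition above about 55%, limit read from the data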
# HTR2A ag – activates the mouse 5-HT2A serotonin receptor; P35363; CHO-K1 mHTR2A beta-arrestin complementation, luminescence; percent of 30 µM serotonin response; activation, % at 7.6 µM; actives 0.66% (n = 360,000); AID 624169;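 active = activation above a run cutoff, the mean activation of all tested compounds plus 3 SD, cut at about 14% in these data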;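 note: 0% = plate median of compound wells and 100% = 30 µM serotonin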
# H9c2 protect – myocardial damage modulation in H9c2 cells; H9c2 cardiomyocytes, H2O2 injury protection, ATPLite, 2 h; protection from H2O2 cell death, % at 20 µM; actives 0.63% (n = 360,000); AID 588492;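 active = compounds giving at least 50% protection of heart cells from peroxide-induced death in the single-dose screen, raw or plate-pattern-corrected value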;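 note: 0% = DMSO wells with peroxide and 100% = DMSO wells without peroxide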
# MC4R barr agon – agonists of human melanocortin 4 receptor (MC4R) beta-arrestin; P32245; actives 0.98% (n = 360,000); U2OS MC4R beta-arrestin complementation, luminescence; percent of melanotan II response, DMSO zero; activation, % at 8.9 µM;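 active = activation above a per-plate cutoff, the mean activation of sample wells on that plate plus 3 SD, cut at about 8% in these data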
# ABHD5-PLIN5 inh – inhibitors of human ABHD5-perilipin-5 interaction; Q00G26+Q8WTS1; inhibition, % at 4 µM; Split G. princeps luciferase complementation, luminescence, 4 h; actives 0.78% (n = 360,000);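 active = inhibition above the mean inhibition across every tested compound plus 3 SD, cut at about 22% in these data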;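 note: 0% = DMSO only wells and the 100% control is not disclosed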
# Glyco luc inh – N-linked glycosylation inhibition | D54 ERlucT glycosylation luciferase reporter, 24 h; percent of 100 nM tunicamycin response | reporter increase, % at 12.5 µM | actives 0.23% (n = 360,000);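 active = mean luciferase reporter signal, scaled so untreated is 0 and the glycosylation-blocking control 100, at or above a set limit in every replicate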;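 note: luciferase carries N-glycosylation sites so blocking glycosylation raises the light; 0% = median of neutral control wells and 100% = median of 100 nM tunicamycin wells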
# The depositor's hits bear a star; . = not tested or not shown.
SMILES,MC4R antag cAMP,aDG glyco act,ABCB6 inh MLPCN,iPSC survival up,Exocytosis inh,HTR2A ag,H9c2 protect,MC4R barr agon,ABHD5-PLIN5 inh,Glyco luc inh
CN1C(=O)/C(=C\C(=O)c2cccs2)c2ccccc21,2,0.2,101,-2.0,18,-1,-1,-2.1,65*,16
Cc1ccc(NS(=O)(=O)c2csc(C(N)=O)c2)cc1C,6,-0.1,98,-0.7,-18,-1,-8,0.6,3,-1
COCCN1C(=O)CCC1(C)c1nnnn1-c1ccc2ccccc2c1 (stereo not drawn),.,0.1,.,.,2,-1,.,.,3,.
Cc1cc(C)nc(N/N=C/c2c(CO)cnc(C)c2O)n1,-18,0.4,100,-0.2,-4,-33,-1,-1.1,-5,2
O=C1Nc2ccccc2Nc2ncccc21,3,-0.3,105,-2.3,-8,-1,-2,0.1,-2,1
CC1=C(C(=O)N(C)C)CC(CC(=O)NC2CCCC2)C(=O)N1Cc1ccc(F)cc1 (stereo not drawn),-1,-0.1,97,-4.5,4,-2,8,-1.3,-9,-1
COc1ccc(CCc2nnc(CCC(=O)NCC3CCCO3)o2)cc1 (stereo not drawn),20,0.0,99,-0.6,-6,9,4,-0.1,-1,1
O=C(Cc1cn2ccsc2n1)NCCc1ccc(F)cc1,2,-0.3,101,2.4,-1,-2,-7,0.7,1,1
O=C(CCN1C(=O)C2C3C=CC(C3)C2C1=O)N1CCCCC1 (stereo not drawn),17,-0.2,98,0.4,-2,5,1,-0.8,1,0
O=C(CSc1nc2c(c(=O)n1-c1ccc(Cl)cc1)SCC2)NCC1CCCO1 (stereo not drawn),4,0.0,96,5.6,-2,6,12,0.1,2,5
CCOC(=O)c1c(NC(=O)CN2C(=O)C(=O)N(C(C)C)C2=O)sc(C)c1CC,16,1.0,102,-0.1,-2,3,-7,2.1,0,0
CC(=O)N1C(=O)/C(=C2\SC(=S)N(NC(=O)c3ccc(O)cc3)C2=O)c2ccccc21,3,-0.3,96,-2.3,0,-3,16,-2.7,-18,1
CC(OC(=O)C1CCN(c2ccc(C(F)(F)F)cn2)CC1)C(=O)NC1CCCCC1C (stereo not drawn),8,0.2,95,1.5,-4,0,-8,2.0,-4,0
CC(C)(C)c1ccc(C(CC(=O)O)NC(=O)c2ccccc2F)cc1 (stereo not drawn),-5,0.1,98,1.9,4,4,-8,-2.5,-4,3
Cc1cccc(C)c1-n1nnnc1-c1nc2cc(Br)ccc2[nH]c1=O,.,-0.2,103,0.3,77*,-3,.,.,5,.
O=C(NCCN1CCNC1=O)C1CCC(=O)N(Cc2ccccc2F)C1 (stereo not drawn),4,-0.1,94,0.4,0,-2,2,-4.9,-5,2
CCOc1ccc(C(=O)CCC(=O)Nc2ccc(C)c(S(=O)(=O)N3CCCCC3)c2)cc1,-2,0.0,98,-0.6,2,-1,-9,2.9,-6,-3
CC(=O)c1cnn(-c2ccc(Cl)cc2)c1C,4,0.0,101,0.7,1,2,3,1.4,-1,2
CCOC(=O)Cc1[nH]nc2c1C(Cc1ccccc1)C(C#N)=C(N)O2 (stereo not drawn),11,-0.2,97,-0.7,11,-2,-4,-1.0,5,2
Cc1cc(Cl)ccc1OC(C)C(=O)NN1C(=O)c2ccccc2C1=O (stereo not drawn),16,-0.1,90,0.5,-9,-9,0,-2.2,0,-1
COc1ccccc1C1OC2=C(Nc3ccc([N+](=O)[O-])cc3N2)C1=O (stereo not drawn),0,0.5,101,-0.3,11,-6,-9,-1.1,4,-1
O=C(CSc1nc2c(sc3ccccc32)c(=O)n1CCCN1CCCC1)NCC1CCCO1 (stereo not drawn),1,0.0,97,-3.0,0,-7,-1,-0.3,-7,-5
O=C1CN(C(=O)c2c(F)cccc2F)C(c2ccc(F)cc2)c2cc(Br)ccc2N1 (stereo not drawn),7,-0.1,97,-0.2,12,-1,11,0.2,0,-3
CC(C)NC(=O)C1CCN(Cc2cccc(OCc3ccccc3)c2)CC1,5,0.5,78,-0.7,-3,-5,-2,1.3,13,0
O=C(CN1CCOCC1)Nc1nc(-c2ccc(Cl)cc2)cs1,6,0.0,96,-0.5,0,1,27,0.4,1,1

# Remaining list, next part
SMILES,MC4R antag cAMP,aDG glyco act,ABCB6 inh MLPCN,iPSC survival up,Exocytosis inh,HTR2A ag,H9c2 protect,MC4R barr agon,ABHD5-PLIN5 inh,Glyco luc inh
COc1ccc(OC)c(-n2c(SCC(=O)Nc3cc(C)on3)nnc2-c2c[nH]c3ccccc23)c1,3,-0.1,94,-2.8,5,-8,11,-0.3,6,-1
COc1ccccc1NC(=O)c1ccccc1NC(=O)c1ccccc1C(=O)O,1,-0.2,100,0.9,-17,0,0,-1.0,0,3
Brc1ccccc1-c1nnc2sc(Cc3ccccc3)nn12,-20,0.1,99,1.2,1,-6,-8,0.4,-5,-9
CCCC1=C/C(=C/c2ccc(-c3ccccc3OC)o2)C(=O)O1,18,0.3,107,0.7,1,4,-6,-2.0,18,0
C/C(CC(=O)Nc1cc(Cl)ccc1Cl)=N\NC(=O)c1ccccc1Br,1,0.0,92,-0.6,-8,-3,5,0.9,1,0
Cc1ccc(C(=O)COC(=O)c2ccc3c(c2)C(=O)N(c2cccc4ncccc24)C3=O)cc1,-1,0.0,101,-3.4,0,9,-31,-0.7,6,2
COc1ccc(OC)c(NC(=S)NC(=O)c2ccc(Br)o2)c1,12,-0.1,104,1.8,-12,2,-3,11*,1,-5
NC1=NC(c2ccccc2C(F)(F)F)N(c2ccc(F)c(Cl)c2)C(N)=N1 (stereo not drawn),3,-0.2,93,1.2,-12,-7,0,-2.3,6,6
O=C(O)CCC(=O)N1N=C(c2cccs2)CC1c1ccc(Br)cc1 (stereo not drawn),11,0.1,96,0.2,-14,2,5,-2.5,-8,-1
C[C@@H]1CN(S(=O)(=O)C(C)(C)C)[C@H](CCO)/C1=C\c1ccccc1,8,-0.3,101,1.9,-1,3,-3,-1.1,2,0
COc1cccc(C(=O)NC(=S)Nc2nnn(C)n2)c1,13,0.0,99,0.1,0,7,3,-2.6,4,1
CCOC(=O)C1=CCN(S(C)(=O)=O)C1c1ccc(C)cc1 (stereo not drawn),.,0.2,97,0.3,-3,-1,4,.,9,1
CC(C)NC[C@H](O)c1ccc(O)c(O)c1,0,0.2,87,5.2,-11,-1,-4,-1.6,5,-1
CCSc1nnc(NC(=O)CSc2nncc(=O)n2N)s1,-8,1.1,98,-0.4,10,3,0,1.2,12,1
COC(=O)C1CC(O)CN1C(=O)c1ccco1 (stereo not drawn),10,-0.1,86,5.8,-9,1,-7,-1.8,3,3
C=C(C)COc1ccc(-c2ncncc2Oc2ccc(OC)cc2)c(O)c1,0,-0.2,95,-0.3,-6,-3,3,1.7,-4,2
CCOC(=O)c1ccccc1OCc1cc(/C=N/NC(=O)c2cccnc2)ccc1OC,10,0.0,98,0.6,7,5,55*,1.1,1,0
COc1ccc(NS(=O)(=O)c2cccc(Cl)c2Cl)cc1S(=O)(=O)N1CCCCC1,3,-0.1,97,-0.5,-2,-7,-1,-2.1,-1,2
Cc1ccc(OCC(=O)NCC(=O)n2nc(C)cc2C)cc1,2,-0.2,100,-1.2,-4,4,-6,0.1,-1,0
Cc1ccc(-c2nnc(-c3ccc(Br)cc3)o2)o1,-4,0.2,100,-2.8,-3,-3,-7,2.0,-2,0
COCCCNc1nc2ccccc2nc1NS(=O)(=O)c1ccc(C)cc1C,6,-0.1,101,-0.5,9,2,4,-3.5,-3,-1
S=c1[nH]nc(COc2ccccc2)n1/N=C/c1cccc(Cl)c1Cl,15,-0.1,96,1.0,-7,3,-8,3.9,-3,1
CN(C)C1CN(Cc2cn(Cc3cccc(Cl)c3)nn2)S(=O)(=O)C1 (stereo not drawn),.,-0.1,97,0.2,16,0,.,.,-3,.
Nc1ccccc1C(=O)NNC1=C(C(=O)C(F)(F)F)CCC1,-1,-0.3,98,0.1,0,2,18,-1.8,1,20
COc1ccccc1NC(=O)CNC(=O)c1ccccc1,1,-0.2,91,-1.7,6,0,8,-0.4,0,1

# Further results.
SMILES,MC4R antag cAMP,aDG glyco act,ABCB6 inh MLPCN,iPSC survival up,Exocytosis inh,HTR2A ag,H9c2 protect,MC4R barr agon,ABHD5-PLIN5 inh,Glyco luc inh
CC(=C\C(=O)O)/C(=C/c1ccc(C)o1)C(=O)O,-8,0.0,121,-0.6,6,5,5,-0.2,0,0
CC(C)=CCN1CCN(Cc2cnc(N3CCOCC3)s2)CC1CCO (stereo not drawn),-6,0.2,101,-1.4,1,3,9,1.1,0,-1
CC1(c2ccccc2)NC(=O)N(CC(=O)N2CCOCC2)C1=O (stereo not drawn),2,-0.2,99,2.2,-2,-3,4,-1.7,0,-1
O=C(Nc1cccnc1)c1cccc(S(=O)(=O)Nc2ccccc2F)c1,14,0.1,99,-0.4,-32,-12,-2,-1.3,-14,1
CN1CCN(C(=O)CCc2nc3ccccc3c(=O)[nH]2)CC1,2,-0.4,114,0.4,-2,1,34,-0.9,-7,1
CC(=O)NCCCCCCNC(C)=O,5,-0.1,94,0.6,1,3,7,0.1,-4,0
CCNC(=O)C(=O)NCCC1CCCCN1S(=O)(=O)c1cccs1 (stereo not drawn),0,0.0,88,-0.4,-1,-3,4,1.2,8,0

# Shown with bars between the fields: part of the list above.
SMILES | MC4R antag cAMP | aDG glyco act | ABCB6 inh MLPCN | iPSC survival up | Exocytosis inh | HTR2A ag | H9c2 protect | MC4R barr agon | ABHD5-PLIN5 inh | Glyco luc inh
S=c1[nH]nc(COc2ccccc2)n1/N=C/c1cccc(Cl)c1Cl | 15 | -0.1 | 96 | 1.0 | -7 | 3 | -8 | 3.9 | -3 | 1
CN(C)C1CN(Cc2cn(Cc3cccc(Cl)c3)nn2)S(=O)(=O)C1 (stereo not drawn) | . | -0.1 | 97 | 0.2 | 16 | 0 | . | . | -3 | .
Nc1ccccc1C(=O)NNC1=C(C(=O)C(F)(F)F)CCC1 | -1 | -0.3 | 98 | 0.1 | 0 | 2 | 18 | -1.8 | 1 | 20
COc1ccccc1NC(=O)CNC(=O)c1ccccc1 | 1 | -0.2 | 91 | -1.7 | 6 | 0 | 8 | -0.4 | 0 | 1
CC(=C\C(=O)O)/C(=C/c1ccc(C)o1)C(=O)O | -8 | 0.0 | 121 | -0.6 | 6 | 5 | 5 | -0.2 | 0 | 0
CC(C)=CCN1CCN(Cc2cnc(N3CCOCC3)s2)CC1CCO (stereo not drawn) | -6 | 0.2 | 101 | -1.4 | 1 | 3 | 9 | 1.1 | 0 | -1
CC1(c2ccccc2)NC(=O)N(CC(=O)N2CCOCC2)C1=O (stereo not drawn) | 2 | -0.2 | 99 | 2.2 | -2 | -3 | 4 | -1.7 | 0 | -1
O=C(Nc1cccnc1)c1cccc(S(=O)(=O)Nc2ccccc2F)c1 | 14 | 0.1 | 99 | -0.4 | -32 | -12 | -2 | -1.3 | -14 | 1
CN1CCN(C(=O)CCc2nc3ccccc3c(=O)[nH]2)CC1 | 2 | -0.4 | 114 | 0.4 | -2 | 1 | 34 | -0.9 | -7 | 1
CC(=O)NCCCCCCNC(C)=O | 5 | -0.1 | 94 | 0.6 | 1 | 3 | 7 | 0.1 | -4 | 0
CCNC(=O)C(=O)NCCC1CCCCN1S(=O)(=O)c1cccs1 (stereo not drawn) | 0 | 0.0 | 88 | -0.4 | -1 | -3 | 4 | 1.2 | 8 | 0

# Assay outcomes deposited in PubChem by several laboratories.
